# Source: PubChem (several laboratories)
# Efflux pump inh = antifungal efflux pump inhibition, Nile Red retention. S. cerevisiae Candida pump triplex. inhibition, % at 10 µM. actives 0.44% (n = 330,000). AID 485275;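 active = plate passing quality check with inhibition over a set limit, or well fluorescence over plate mean plus 4 SD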;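 also: Nile Red retained in pooled yeast measured as flow cytometry median fluorescence; 0% = buffer negative control and 100% = Enniatin B positive control; higher means more Nile Red kept so more efflux inhibition; some compounds called inactive have numbers as strong as hits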
# PP5 inh = inhibitors of human protein phosphatase 5 (PP5) | AID 1987 | actives 0.18% (n = 320,000) | inhibition, % at 6.7 µM | purified PP5c, OMFP substrate fluorescence;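 active = inhibition above the campaign's mean inhibition across all tested compounds plus 3 SD, cut at about 9.5% in these data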;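 also: 0% = DMSO only and 100% = 100 µM cantharidin control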
# Target sequence (P53041 whole entry, looked up): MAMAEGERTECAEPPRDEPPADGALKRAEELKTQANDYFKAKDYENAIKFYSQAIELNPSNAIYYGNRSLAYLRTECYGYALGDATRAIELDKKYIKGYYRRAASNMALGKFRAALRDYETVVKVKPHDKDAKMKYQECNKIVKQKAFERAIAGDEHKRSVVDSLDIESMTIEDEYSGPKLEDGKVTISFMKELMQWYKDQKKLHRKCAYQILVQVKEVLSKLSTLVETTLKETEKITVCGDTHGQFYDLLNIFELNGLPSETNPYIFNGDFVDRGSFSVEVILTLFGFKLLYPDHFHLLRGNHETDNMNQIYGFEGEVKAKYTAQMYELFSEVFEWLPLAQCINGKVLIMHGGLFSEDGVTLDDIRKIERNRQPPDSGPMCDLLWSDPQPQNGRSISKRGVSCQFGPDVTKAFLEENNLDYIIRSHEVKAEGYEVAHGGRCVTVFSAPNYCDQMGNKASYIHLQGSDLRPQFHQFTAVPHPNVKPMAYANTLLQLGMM
# core dimer inh = HCV core protein dimerization inhibition; actives 0.33% (n = 300,000); inhibition, % at 5 µM; AID 1899; TR-FRET GST/Flag-core106 dimerization, 1536-well;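 active = inhibition above the mean of all tested compounds plus 3 SD, set per screening campaign, cut at about 45% in these data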
#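 Assay system – GST-tagged and Flag-tagged HCV core protein residues 1-106 · Quantity – core106 proteins, GST 13.5 nM and Flag 17 nM · Benchmarks – unlabelled core106 and no-GST-core106 wells · Read-out basis – percent inhibition of core106 dimerization signal · Detection – time-resolved FRET, ex 340 nm, em 617 and 671 nm · Schedule – 4 h at 22.5 °C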
# GASC-1 inh = inhibitors of human GASC-1 (JMJD2C) demethylase; Q9H3R0; GST-JMJD2C(1-420) H3K9me3 demethylation, DELFIA europium; inhibition, % at 2.35 µM; actives 0.069% (n = 330,000);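 active = more than half of a compound's replicate wells show inhibition beyond 50%, single wells judged on their own value; inconclusive = some, but no more than half, of replicates pass 50% inhibition; inactive = no replicate passes 50% inhibition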;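 also: signal counts dimethyl H3K9 product captured on neutravidin plate; 0% = median of DMSO wells and 100% = 0.3 times that DMSO median; strong numbers were not always called active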
# TPT1 inhibitor = blocks Candida albicans tRNA 2'-phosphotransferase; recombinant caTPT1, FP RNA substrate dephosphorylation; inhibition, % at 5 µM; actives 0.81% (n = 300,000);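 active = inhibition above the mean of all tested compounds plus 3 SD, set per screening campaign, cut at about 24% in these data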;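 also: plate controls were DMSO alone for no effect and ferristatin control at 100 nM for full effect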
# PREPL inh = inhibitors of human prolyl oligopeptidase-like enzyme PREPL; Q4J6C6; inhibition, % at 5.96 µM; AID 2751; actives 0.68% (n = 320,000); recombinant PREPL, fluorescence polarization activity-based probe; in the data active = inhibition above about 43%;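 also: 0% = enzyme with DMSO and 100% = wells lacking enzyme; many of its hits are not listed in these tables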
# PP1 counter = PP1-alpha (human) inhibition in PP5 counter-screen; P62136; purified PP1alpha, OMFP fluorescence; inhibition, % at 6.7 µM; actives 0.9% (n = 320,000); AID 2235;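 active = inhibition above the mean inhibition of all tested compounds plus 3 SD, computed separately for each screening campaign, cut at about 15% in these data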
# CTSL1 counter = blocks F. hepatica cathepsin L1 in PFM18AAP counter-screen; AID 1906; recombinant F. hepatica cathepsin L1, Z-Leu-Arg-MCA fluorescence; actives 0.49% (n = 300,000); inhibition, % at 5.96 µM;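 active = inhibition above the mean of all tested compounds plus 3 SD, set per screening campaign, cut at about 17% in these data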;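 also: 0% = plate median of test compound wells and 100% = 1 µM Z-Phe-Ala-diazomethylketone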
# LYPLA2 counter = LYPLA2 (human) inhibition in PME1 counter-screen; actives 0.38% (n = 320,000); inhibition, % at 5.9 µM; AID 2177; O95372; recombinant LYPLA2, FP-Rh probe fluorescence polarization;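 active = inhibition above the screen-wide mean plus 3 SD, limit set per campaign, cut at about 26% in these data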;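 also: 0% = LYPLA2 with DMSO and 100% = wells lacking LYPLA2 enzyme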
# Target sequence (O95372 whole entry, looked up): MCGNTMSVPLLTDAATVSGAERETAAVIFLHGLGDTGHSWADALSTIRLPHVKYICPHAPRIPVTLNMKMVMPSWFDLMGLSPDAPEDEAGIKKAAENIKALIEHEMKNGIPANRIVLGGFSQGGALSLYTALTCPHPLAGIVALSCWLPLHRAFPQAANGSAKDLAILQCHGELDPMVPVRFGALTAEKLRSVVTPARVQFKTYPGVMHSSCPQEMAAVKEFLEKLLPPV
# The depositor's hits bear a star; u = inconclusive; x = not tested or not shown. An excerpt, so the mix of outcomes need not match the whole.
Compound	PP1 counter	Efflux pump inh	LYPLA2 counter	core dimer inh	CTSL1 counter	GASC-1 inh	PREPL inh	TPT1 inhibitor	PP5 inh
CN1C(=O)NC(=O)/C(=C\C=C\c2ccccc2[N+](=O)[O-])C1=O	-2	0.2	0	6	1	-45	4	-5	-0.3
CN1CC(C#N)C2(O)c3ccccc3CCC2C1 (configuration not stated)	-6	-0.1	7	2	-3	-1	-4	-1	0.2
COC(=O)C1=C(c2ccc(OC)c(OC)c2)C[C@@H]2CC[C@H]1N2C(=O)NC1CCCCC1	-4	0.0	3	x	x	-3	8	x	2.4
Nc1ccncc1Cl	-2	0.0	0	4	3	-18	1	2	0.0
CN(C)CCCN=Cc1c(O)n(Cc2ccco2)c(=O)[nH]c1=O	1	0.0	5	0	-2	-1	-5	2	-1.9
Cc1cccn2c(=O)c3c(nc12)N1CCCCCC1C1(C3)C(=O)N(C)C(=O)N(C)C1=O (configuration not stated)	-3	0.0	5	5	-4	28	1	-6	-1.3
CCCCNC(=O)CN1C(=O)CN=C(c2ccccc2)c2ccccc21	0	0.0	8	1	-1	-21	6	1	1.6
COP(=O)(OC)/C(C=O)=N/Nc1ccc([N+](=O)[O-])cc1	-2	0.0	8	-3	6	8	9	2	-1.5
COc1ccc2ccccc2c1CNCCc1ccccc1	-1	0.1	3	-3	-5	7	-4	1	2.7
CC(Cc1ccccc1)NC(=O)c1ccc(N)cc1 (configuration not stated)	-3	-0.2	0	-1	1	-9	-3	-1	-0.1
COc1ccc2c(c1)CC1(CN2C)C(=O)NC(=O)N(c2ccc(C)cc2)C1=O (configuration not stated)	-1	-0.1	-1	-6	1	25	0	4	4.5
O=C(O)CSC(=S)N1CC2CC(C1)c1cccc(=O)n1C2 (configuration not stated)	-4	-0.1	1	2	-2	4	4	1	0.5
c1coc(CNCCc2c[nH]c3ccccc23)c1	-1	0.0	5	0	-1	1	-20	-1	2.0
C=CCn1c(O)c(/C=C/C=Nc2ccccc2)c(=O)[nH]c1=O	-1	-0.1	4	-15	5	-1	3	84*	0.4
Cc1cc(C=C2C(=O)N(C)C(=S)N(C)C2=O)c(C)n1C1CCCCC1	0	0.1	-4	24	2	7	8	24*	0.7
CCC(C)NC(=O)c1c(N)n(CCCOC)c2nc3ccccc3nc12 (configuration not stated)	9	-0.1	4	2	2	10	9	2	6.6
Cc1nn(C)cc1/C=C1/CC2C3CC=C4CC(O)CCC4(C)C3CCC2(C)C1=O (configuration not stated)	4	0.2	-2	-1	-5	6	-7	-2	2.2
CCCNC(=O)N1[C@H]2CC[C@@H]1C(C(=O)OC)=C(c1c(C)noc1C)C2	-2	-0.2	8	x	x	3	1	x	-0.6
CC1=C(C(=O)O)N2C(=O)[C@@H](NC(=O)CCCC(=O)O)[C@H]2SC1	-3	0.0	-2	1	1	-1	10	0	-2.7
COc1ccc(OC)c(NP(=O)(Oc2ccc(Cl)cc2)Oc2ccc(Cl)cc2)c1	4	-17	10	2	7	1	-2	-5	1.5
O=c1c2ccccc2nc(/C=C/c2ccccc2O)n1-c1ccccc1O	1	0.6	-8	3	-1	-10	14	25*	2.3
CC1(C)CSC(=NCc2ccccc2)N1	-3	0.4	4	-4	0	8	-2	-1	1.2
CCCC/C(C)=C/[C@@H](NP(=O)(c1ccccc1)c1ccccc1)c1ccccc1	16*	-0.1	0	10	1	4	-5	-6	7.7
COC(=O)C1=C(c2ccc3ccccc3c2)C[C@@H]2CC[C@H]1N2C(=O)NC1CC1	0	0.0	7	x	x	4	4	x	2.5
Cc1ccc(-n2c(C)cc(/C=C3/C(=O)NC(=O)N(C)C3=O)c2C)cc1	-2	-0.1	-1	18	3	-2	14	6	-0.4
Cn1c(O)c(C(c2ccccn2)c2c(O)n(C)c(=S)[nH]c2=O)c(=O)[nH]c1=S	-3	0.0	-3	-1	4	2	1	0	0.7
COc1ccc(CC(C)NCCC(c2ccccc2)c2ccccc2)cc1 (configuration not stated)	3	-0.2	-4	-255	1	-10	-16	-2	-0.4
CCCC(C)C1(CC)C(=O)NC(=Nc2ccccc2)NC1=O (configuration not stated)	-1	-0.1	-1	0	-1	6	0	1	0.1
CC1OC(C[N+](C)(C)C)CC1O (configuration not stated)	-1	-0.1	-1	3	1	x	-3	-3	0.4
CCN1CCN(c2ccc([N+](=O)[O-])cc2C=C2C(=O)NC(=O)NC2=O)CC1	-4	0.0	9	-4	-2	57*	3	0	-1.4
Cc1ccc2c(c1)=NC(=O)/C(=C/c1c(O)[nH]c(=O)[nH]c1=O)C=2	-3	-0.1	-5	-1	1	u	-8	-2	1.5
O=C1NC(=O)N(c2ccccc2)C(=O)/C1=C/c1ccc2c(c1)Cc1ccccc1-2	2	0.2	-1	4	5	44	-17	5	2.8
C=CCN1C(=O)c2ccccc2Sc2ccc(C(=O)N3CCC4(CC3)OCCO4)cc21	1	-0.1	6	0	-1	-1	-7	-1	1.3
Cc1sc2c(c1C)C(c1ccc(C(C)(C)C)cc1)=NCC(=O)N2CC(=O)Nc1nccs1	6	0.0	-6	17	0	34	1	-5	1.5
Cc1cc(C(=O)N=Nc2c(O)n(C)c3ccccc23)c(C)o1	-2	0.3	-4	-6	0	3	13	2	-1.4
CC1CCC(N2CCN(C(=O)COc3ccccc3)CC2)CC1 (configuration not stated)	0	0.1	8	0	-6	-9	0	-1	0.4
COc1ccc(-n2c(=O)[nH]c3ccccc3c2=O)c(OC)c1	-3	0.0	-3	-2	-1	4	3	-8	1.2
O=C(CNS(=O)(=O)c1cccs1)N1CCC2(CC1)OCCO2	-1	-0.2	1	-5	0	7	-15	-3	1.5
CN(C)C(=O)NC(O)C(Cl)(Cl)Cl (configuration not stated)	-1	0.0	5	5	1	x	1	-1	3.0
Nc1c(C(=O)NCC2CCCO2)c2nc3ccccc3nc2n1Cc1ccco1 (configuration not stated)	-4	0.3	-8	4	3	-8	19	16	1.8

# Results in LYPLA2 counter, for 2 of the compounds above:
compound,LYPLA2 counter
COP(=O)(OC)/C(C=O)=N/Nc1ccc([N+](=O)[O-])cc1,8
COc1ccc2ccccc2c1CNCCc1ccccc1,3

# Carrying on.
Compound	PP1 counter	Efflux pump inh	LYPLA2 counter	core dimer inh	CTSL1 counter	GASC-1 inh	PREPL inh	TPT1 inhibitor	PP5 inh
Cc1cc(OCC(=O)N2CCC(C(N)=O)CC2)c2c3c(c(=O)oc2c1)CCCC3	-4	0.0	4	2	0	x	-3	1	1.8
O=C(Nc1ccc(Br)cc1)N1C[C@H]2C[C@@H](C1)c1cccc(=O)n1C2	4	0.0	5	1	-5	-45	6	1	-0.8
O=C(/C=C/c1ccccc1)c1c(O)n(CCc2ccccc2)c(=O)[nH]c1=O	4	-0.1	-7	-5	11	-6	-1	3	-2.8
O=C(CNC(=O)c1cccc(Cl)c1)Nc1ccc(Br)cc1C(=O)c1ccccc1	1	-0.9	-18	5	4	-8	7	-1	-0.4
CCOC(=O)CSc1ccc(C(=O)N2CCC3(CC2)OCCO3)cc1[N+](=O)[O-]	-3	0.0	4	-3	-4	1	7	2	-1.1
O=C(Nc1ccc(F)c([N+](=O)[O-])c1)N1C[C@H]2C[C@@H](C1)c1cccc(=O)n1C2	-2	-0.2	3	-4	0	5	-1	1	2.9
O=C(OCC(=O)c1ccc([N+](=O)[O-])cc1)/C(=C/c1ccc(Cl)cc1)NC(=O)c1ccccc1	-3	-0.1	-5	18	14	-3	-1	3	0.2
N#CC1=C(N)Oc2c(c(=O)oc3ccccc23)C1c1ccc(OC(=O)N2CCOCC2)cc1 (configuration not stated)	4	0.0	4	-1	-2	2	-4	-3	-1.4
CCCCn1c(O)c(C(C)=Nc2ccc(C(=O)O)cc2)c(=O)[nH]c1=O	-1	-0.2	-4	0	-2	12	-5	11	1.8
C[n+]1ccc(-c2cc[n+](C)cc2)cc1	-3	-0.1	0	6	16	x	1	-3	-0.1
COC(=O)C1=C(c2ccc3ccccc3c2)C[C@@H]2CC[C@H]1N2C(=O)NCc1ccc(C(F)(F)F)cc1	10	0.2	-15	x	x	x	-41	x	3.5
CP(=O)(O)CCCN	-1	0.1	-1	11	1	-2	-3	1	1.6
Cc1[nH]c2ccccc2c1CCCNC1CCCCC1	2	-0.1	-4	-5	-3	-21	45*	-6	-1.4
Cc1cc2ccccc2c(=O)n1CC(=O)NCC(=O)N1CCC2(CC1)OCCO2	0	0.0	1	-3	2	-2	-4	2	0.6
Cc1cccc(C(=O)NC(Oc2ccccc2)C(Cl)(Cl)Cl)c1 (configuration not stated)	-3	0.1	-5	-2	-2	2	1	2	-1.9
COc1ccc(CN2CCCC(C(=O)c3sccc3C)C2)cc1O (configuration not stated)	0	0.1	-7	-3	2	5	3	1	1.1
CCC(=NCC1CCCO1)c1c(O)n(-c2ccccc2)c(=O)[nH]c1=O (configuration not stated)	2	0.0	6	-7	-2	-3	-1	-3	0.0
O=P(Oc1ccccc1)(Oc1ccccc1)C(Nc1ccccc1)c1ccccc1 (configuration not stated)	3	-5.8	4	10	4	7	6	-1	0.0
COCCCn1c(N)c(C(=O)OC(C)COC)c2nc3ccccc3nc21 (configuration not stated)	-1	-0.2	7	0	1	8	2	0	1.2
CCCCn1c(NS(=O)(=O)c2ccccc2)c(C(=O)OCC)c2nc3ccccc3nc21	4	-0.2	6	5	0	1	18	2	8.8
CC(C)N1C(=O)CC2(CC[N+](C)(CCOC(=O)C(O)(c3ccccc3)c3ccccc3)CC2)C1=O (configuration not stated)	-7	0.2	0	-7	-2	13	24	-4	0.7
Cc1ccc(Cn2nc(C)c(C=O)c2Cl)cc1	-4	0.0	6	1	-2	-16	-1	-3	-1.7
CC(C)(C#CCCCCC#CC(C)(C)[N+](C)(C)C)[N+](C)(C)C	-1	0.0	2	4	-2	-8	-2	3	1.0
CCn1cc(CN2CCCC(C(=O)c3cccc(OC)c3)C2)c(C)n1 (configuration not stated)	2	0.1	-9	3	-3	-4	4	-1	0.2
O=[N+]([O-])c1ccc(N2CCCC2)c2ncccc12	-1	0.0	0	-1	0	-5	3	9	1.2
Cc1ccc(-n2c(O)c(/C=N/NC(=O)c3ccncc3)c(=O)[nH]c2=O)cc1C	1	0.2	-1	5	1	3	3	-2	0.0
N#CC1=C(N)Oc2c(c(=O)sc3ccccc23)C1c1ccncc1 (configuration not stated)	4	0.1	-10	2	-1	9	1	3	-0.2
O=C(C(Cc1ccccc1)NS(=O)(=O)c1ccc(F)cc1)N1CCC2(CC1)OCCO2 (configuration not stated)	-4	0.3	-1	4	3	1	22	5	0.0
O=c1[nH]c(=S)n(CCC2=CCCCC2)c(O)c1C=NCCCn1ccnc1	4	-0.1	-15	3	0	4	-25	6	4.7
